CHRM5 PAM: potentiates acetylcholine response at human M5 receptor | CHO-K1 hM5, Fluo-8 calcium, ACh EC20 PAM; 0% = ACh EC20, 100% = ACh EC100 | 0.3% of 360,000 active | P08912 | activation, % at 3 µM;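 active means activation above the run cutoff, the mean activation of all test compounds plus 3 SD, cut at about 18% in these data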
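system = human M5 receptor in CHO-K1 cells | compound = one concentration, 3 µM final (nominal) | schedule = Post-acetylcholine fluorescence recording 140 s | signal = Fluo-8 calcium dye fluorescence, kinetic read | benchmarks = low control EC20 acetylcholine (0%), high control EC100 acetylcholine (100%) | repeats = singlicate, one well per test compound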
M5 ag: CHRM5 agonism in calcium assay; AID 624037; P08912; CHO-K1 hM5 cells, Fluo-8 calcium fluorescence; 0% DMSO wells, 100% maximal acetylcholine response; 0.19% of 360,000 active; activation, % at 3 µM;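 active means activation above the run's mean over test compounds plus 3 SD, cut at about 23% in these data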;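 further: signal is peak over basal fluorescence ratio across the kinetic read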
M1 antag: antagonists of human M1 muscarinic receptor. P11229. CHO-K1 hM1, Fluo-8 calcium fluorescence, ACh EC80 antagonist. inhibition, % at 3 µM. 1.3% of 360,000 active;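 active means percent inhibition above its own plate's cutoff, namely the mean of that plate's compound wells plus 3 SD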;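 further: peak over basal fluorescence ratio during 140 s after agonist addition; 0% = ACh EC80 plus DMSO and 100% = DMSO alone without agonist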
Target sequence (P11229 whole entry, looked up): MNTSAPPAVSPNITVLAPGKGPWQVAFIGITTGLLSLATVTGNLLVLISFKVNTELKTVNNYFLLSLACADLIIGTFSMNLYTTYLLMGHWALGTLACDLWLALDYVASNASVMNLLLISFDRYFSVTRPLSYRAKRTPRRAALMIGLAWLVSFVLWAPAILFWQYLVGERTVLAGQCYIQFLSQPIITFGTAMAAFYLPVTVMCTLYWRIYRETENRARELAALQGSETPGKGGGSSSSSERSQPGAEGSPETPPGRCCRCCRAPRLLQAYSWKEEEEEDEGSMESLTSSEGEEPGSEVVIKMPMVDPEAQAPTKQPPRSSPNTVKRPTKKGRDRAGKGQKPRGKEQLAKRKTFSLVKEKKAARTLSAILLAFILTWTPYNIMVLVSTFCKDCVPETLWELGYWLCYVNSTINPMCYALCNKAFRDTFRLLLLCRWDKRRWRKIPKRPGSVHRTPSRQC
CHRM1 PAM: human CHRM1 positive allosteric modulation; P11229; CHO-K1 hM1, Fluo-8 calcium fluorescence, ACh EC20; 0% = ACh EC20, 100% = maximal ACh; activation, % at 3 µM; 0.088% of 360,000 active; in the data active means activation above about 19%, passing the limit was not always enough
CHRM5 antagonist: antagonists of human muscarinic M5 receptor (CHRM5). CHO-hM5 cells, Fluo-8 calcium fluorescence, ACh EC80. AID 624040. inhibition, % at 3 µM. 0.59% of 360,000 active;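 active means inhibition above a per-plate cutoff, the mean of that plate's test compounds plus 3 SD, cut at about 27% in these data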;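 further: 0% = acetylcholine EC80 with DMSO and 100% = DMSO without agonist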
CHRM4 antagonist: blocks acetylcholine activation of human M4 receptor; inhibition, % at 3 µM; CHO-hM4 cells, ACh EC80, Fluo-8 calcium fluorescence; 0.73% of 360,000 active; AID 624125; P08173;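 active means inhibition above its plate's cutoff, the mean inhibition of sample wells plus 3 SD, cut at about 27% in these data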;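 further: 0% = acetylcholine EC80 with DMSO and 100% = DMSO without agonist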
Target sequence (P08173 whole entry, looked up): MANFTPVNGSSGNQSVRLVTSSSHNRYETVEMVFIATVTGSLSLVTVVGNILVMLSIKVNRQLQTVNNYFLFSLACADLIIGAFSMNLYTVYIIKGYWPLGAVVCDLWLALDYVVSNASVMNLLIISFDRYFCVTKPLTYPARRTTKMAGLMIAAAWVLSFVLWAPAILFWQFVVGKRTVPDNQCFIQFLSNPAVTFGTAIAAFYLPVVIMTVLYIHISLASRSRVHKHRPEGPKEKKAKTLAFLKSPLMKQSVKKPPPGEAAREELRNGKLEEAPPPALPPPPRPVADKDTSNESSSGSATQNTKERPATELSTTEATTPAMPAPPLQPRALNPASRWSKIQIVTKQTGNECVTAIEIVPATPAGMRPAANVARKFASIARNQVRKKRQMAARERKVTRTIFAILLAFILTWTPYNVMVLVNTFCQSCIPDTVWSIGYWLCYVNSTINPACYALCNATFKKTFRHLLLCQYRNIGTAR
M4 ag: CHRM4 agonism in calcium assay | P08173 | CHO-K1 hM4/Gqi5, Fluo-8 calcium fluorescence; vehicle 0%, full acetylcholine response 100% | activation, % at 3 µM | 0.14% of 360,000 active;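 active means activation above the run mean over all test wells plus 3 SD, cut at about 32% in these data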;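 further: peak over basal fluorescence ratio per well then scaled between controls; 0% = DMSO wells and 100% = acetylcholine at EC100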
CHRM4 PAM: positive allosteric modulators of human muscarinic M4 receptor; CHO-K1 hM4/Gqi5, Fluo-8 calcium fluorescence, ACh EC20; 0% = ACh EC20, 100% = maximal ACh; 0.4% of 360,000 active; activation, % at 3 µM; P08173;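 active means activation above its plate's cutoff, the mean activation of sample wells plus 3 SD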; further: some results filed as inactive read as strong as hits
CRFBP-R2 agonist: agonists of human CRF-binding protein/CRF-R2 receptor complex; activation, % at 13.2 µM; 0.46% of 350,000 active; AID 588473; HEK293 CRF-R2/CRF-BP, calcium dye fluorescence (FLIPR); percent of saturating CRF peptide response;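 active means activation of at least 50%, plus an integration ratio under a set limit after plate pattern correction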;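 further: plate controls were neutral control wells without compound for no effect and CRF at EC100 for full effect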
Numbers without * were called inactive; / = no result given; & = joins results of further samples.

CHRM5 PAM,M5 ag,M1 antag,CHRM1 PAM,CHRM5 antagonist,CHRM4 antagonist,M4 ag,CHRM4 PAM,CRFBP-R2 agonist,molecule
2,-8,-2,4,15,-6,0,5,-0.5,Cc1cnc(SCc2cnc(C)nc2N)nc1
4,-1,-13,12,0,-1,1,5,0.1,Cc1c(NC(=O)COC(=O)C2=COCCO2)cccc1[N+](=O)[O-]
-12,1,-4,9,6,12,6,-12,1.1,CCOC(=O)C1CCCN(C(=O)c2sc3nc(-c4ccccc4)cn3c2C)C1 (stereo not drawn)
-6,-5,7,-5,15,6,10,-1,0.3,CCOc1cccc2sc(N(CCCN(C)C)C(=O)c3ccc(C(=O)c4ccccc4)cc3)nc12
6,1,-5,18,6,0,1,0,2.7,CSc1nnc(-c2ccncc2)n1/N=C/c1cn(-c2ccccc2)nc1-c1ccc(Cl)cc1
-5,1,-1,2,11,2,/,0,0.8,CCN(CC)C(=O)[C@H]1CC(CC(=O)NCc2ccco2)C(=O)N2CCc3c([nH]c4ccccc34)[C@]12C (stereo partly drawn)
-5,0,0,-1,17,-3,1,-1,3.7,O=C(O)c1cccc(N/N=C/c2cc(Br)cc(Br)c2O)c1
-5,1,-9,9,2,14,1,-7,-1.1,CCC(C)NC(=O)CN(c1ccc2c(c1)OCO2)S(=O)(=O)c1c(C)n[nH]c1C (stereo not drawn)
-3,5,3,6,7,-6,9,-5,-0.2,COc1ccc(OCC(=O)Nc2ccc(N3CCN(C(=O)c4ccco4)CC3)cc2)cc1
-5,-4,-7,9,17,15,-1,-10,0.0,CCOC(=O)/C(Sc1nc(-c2ccccc2)cc(-c2ccccc2)c1C#N)=C(\C)O
-3,-4,-8,4,3,2,0,4,-0.6,Cc1cc(C)c(NC(=O)Nc2ccccc2)c(Cl)c1
-4,1,2,3,4,10,2,-5,-1.7,CS/C(Nc1cc(Cl)ccc1Cl)=C(/C#N)C(=O)c1ccco1
2,6,-1,0,5,7,0,-3,-0.5,O=C(CC(=O)c1ccncc1)c1ccccc1
-6,-4,5,0,-6,-21,1,7,2.7,Cc1cc(C)cc(N(C(=O)c2csnn2)C(C(=O)NC2CCCCC2)c2cccnc2)c1 (stereo not drawn)
1,-3,-7,6,9,-1,1,-14,4.7,O=S(=O)(c1ccccc1)N1CN(Cc2ccc(F)cc2)c2nc3ccccc3nc21
0,-3,0,6,-6,-6,1,9,1.9,CCNc1nc(NC(C)C)nc(N(C#N)C(C)C(=O)N(C)C)n1 (stereo not drawn)
1,2,-9,7,5,-4,0,2,2.0,Cc1ccc(C)c(N2CCN(C(=O)CCc3nc(-c4ccc(Cl)cc4)no3)CC2)c1
-4,-2,-6,9,-3,4,4,-1,-1.3,COc1ccccc1NC(=O)c1ccc(NS(=O)(=O)c2ccc(F)c(F)c2F)cc1
-3,-6,7,-12,1,9,2,-3,-0.2,Cc1ccc(CNc2oc(-c3cccs3)nc2C#N)cc1
6,0,-4,9,-1,6,0,10,0.9,CCOC(=O)CSc1nnc(CNC(=O)Cc2ccccc2)n1C
-5,-2,2,3,-2,0,10,-6,0.7,Cc1ccccc1OCCn1cc(C(=S)N2CCN(C)CC2)c2ccccc21
5,2,2,0,-4,-3,1,-4,-0.1,CCOC(=O)C1C(c2ccc(OC)c(OC)c2)c2c([nH][nH]c2=O)CC1(C)O (stereo not drawn)
0,-2,-9,10,9,4,3,4,0.9,COc1ccccc1CC(NC(C)=O)C(=O)NC1CCN(C(=O)c2cccc(Cl)c2)CC1 (stereo not drawn)
-2&6,-3&1,5&5,-1&4,2&-2,3&-5,0&2,-7&13,0.2&-1.2,COc1ccccc1Nc1nc(N2CCOCC2)nc(N2CCOCC2)n1
-2,-6,-7,14,15,-7,2,3,0.1,CN(C)C1(CNC(=O)C2CCN(S(=O)(=O)c3cc(Cl)ccc3Cl)CC2)CCCCC1
-23,14,22,-12,17,9,15,-24,39,O=C(Nc1cccc([N+](=O)[O-])c1)c1cc2ccccc2cc1O
-2,2,-1,10,3,-12,3,-1,-0.6,O=C(N/N=C/c1ccc(O)cc1)NC12CC3CC(CC(C3)C1)C2
-1,1,3,1,-3,-2,5,4,-0.3,Cc1cccc(NC(=O)COC(=O)Cc2c[nH]c3ccccc23)c1C
0,0,-20,12,0,-1,4,8,1.4,COc1cccc(C(=O)O/N=C(\N)c2ccccn2)c1OC
-3,-7,20,-17,-2,1,2,-12,-0.4,COc1ccc(CC(C)N2CCN(Cc3ccccc3)CC2)c(OC)c1 (stereo not drawn)
-2,4,-13,8,1,-8,6,-4,2.8,Fc1ccc(-c2csc(NC(=S)Nc3ccccc3)n2)cc1
1,0,-17,8,3,-13,0,-4,-0.1,CC(C)(C)c1ccc(C(=S)N2CCN(c3ccccc3)CC2)cc1
1,-1,-17,15,8,7,0,-3,-1.8,COc1cccc(NC(=S)N(CCC(C)C)C2CCN(C(C)=O)CC2)c1
-3,-3,13,-8,6,-7,1,-3,-1.9,COc1ccc(CCN2C(=O)CSC2c2ccc(F)cc2)cc1 (stereo not drawn)
-2,0,8,7,7,2,2,1,-1.1,CC(=O)N/N=C(\C)CC(=O)Nc1cccc(C(F)(F)F)c1
-21,-11,16,-29,30*,8,3,-20,-1.1,CCOC(=O)C1(CCCc2ccccc2)CCN(C2CCSCC2)CC1
1,-3,-7,8,-4,-11,3,6,-0.4,Cc1ccccc1NC(=O)N1CCNC(=O)C1CC(=O)Nc1cc(Cl)ccc1Cl (stereo not drawn)
4,2,-5,11,7,-1,1,0,-2.2,CCOC(=O)CC/C(=N\NC(N)=O)c1ccc(OC)c(Cl)c1
4,0,1,1,6,5,0,-4,2.8,CCC(=O)N=c1ccn(C2=Nc3ccccc3NC2=C(C#N)C#N)cc1
-20,-2,21,-7,25,14,17,-21,1.0,O=C(Nc1ccc(F)c(Cl)c1)c1ccc2c(=O)n3c(nc2c1)CCCCC3
9,-1,-16,14,-2,1,3,6,-0.2,N#Cc1ccc(Oc2ccc(C(N)=O)cc2)cc1C#N
11,-5,-12,5,10,1,5,8,-0.8,CC1CN(C2CCCCC2)C(=O)NC1=O (stereo not drawn)
-1,-2,-1,3,-7,1,0,7,-1.8,CCCN1C(=O)c2ccccc2NC1c1ccc(OC)c(CSc2ccccn2)c1 (stereo not drawn)
0,4,-4,2,3,-2,0,0,1.4,CC1(C2(O)CCCCC2)NCCc2ccccc21 (stereo not drawn)
1,1,-5,4,0,-7,1,5,/,CCOC(=O)C1(C)CCN1C(=O)c1ccco1 (stereo not drawn)
-2,-3,-5,6,10,3,0,-4,-0.7,Cn1cccc1C(=O)NCCc1ccc(Cl)cc1
-5,-1,14,-5,8,2,9,-5,-0.7,Cc1ccc2nc(NC(=O)CN3CCN(c4ccccn4)CC3)sc2c1
1,8,-3,3,-6,4,0,0,-2.2,COc1ccccc1N1CCN(/N=C/c2ccc([N+](=O)[O-])cc2)CC1
-3,11,1,1,10,-2,3,3,17,O=C1NC2c3c(I)sc(I)c3C(=O)C2O1 (stereo not drawn)
-8,-8,-8,2,2,1,0,-3,-0.5,O=C(c1ccco1)N1CCN(Cc2cccc(F)c2)CC1
-4,-2,-7,2,-17,-10,0,2,1.8,CC(C)COC(=O)NCC12C=CC(O1)C1C(=O)N(c3ccc(Cl)cc3)C(=O)C12 (stereo not drawn)
5,-2,-4,10,-5,2,0,8,-0.2,Cc1ccc(CSCCNS(C)(=O)=O)cc1
-1,0,3,-5,-1,6,1,-5,3.7,CCOc1ccc(-c2nnn(CC(=O)c3ccc4c(c3)OCCO4)n2)cc1
-9,-4,1,-5,12,-13,7,-4,-0.5,CN(C)S(=O)(=O)c1cccc(NC(=O)CCCC2CCCCC2)c1
-2,-2,-4,4,-1,-15,2,12,0.7,O=C1OC(C(=O)O)Cc2ccccc21 (stereo not drawn)
1,0,-18,13,-3,-5,1,8,2.0,COc1ccc(S(=O)(=O)n2nc(-c3cc(OC)c(OC)c(OC)c3)cc2N)cc1OC
0,3,-27,5,-4,6,2,-2,-2.8,Nn1c(SCC(=O)NC(=O)NCc2ccccc2)nnc1C1CC1
-18,-12,75*,-21,20,24,3,-27,1.6,CCOC(=O)Nc1ccc2c(c1)N(C(=O)CN1CCN(C)CC1)c1ccccc1S2
-7,7,5,1,4,-6,4,-4,8.5,Cc1ccc(C2(C)NC(=O)N(CC(=O)c3ccc4c(c3)OCCO4)C2=O)cc1 (stereo not drawn)
-1,-4,-7,4,5,3,2,-3,-0.7,CCCSCCCNC(=O)c1ccc(C)c(NC(=O)C2=C(C)OCCS2)c1

Next section:
CHRM5 PAM,M5 ag,M1 antag,CHRM1 PAM,CHRM5 antagonist,CHRM4 antagonist,M4 ag,CHRM4 PAM,CRFBP-R2 agonist,molecule
-7,5,-9,5,3,-4,8,-6,3.3,O=C(c1ccco1)N1CCN(c2ncnc3c2nnn3Cc2ccccc2Cl)CC1
-5,3,-12,7,7,-13,0,5,-0.7,C#CCOCCOCCOCCNc1nc(N2CCN(C(=O)[C@H](CCCN=C(N)N)n3cc(C(N)[C@@H](C)CC)nn3)CC2)nc(N2CCN(C(=O)[C@H](CCC(=O)O)n3cc([C@@H](N)[C@H](C)CC)nn3)CC2)n1 (stereo partly drawn)
1,2,0,16,18,-1,2,1,-0.1,COc1ccc2cc(-c3[nH]ncc3CN3C[C@@H]4CCC[C@H]3C4)ccc2c1
0,3,-7,4,0,10,1,6,-0.9,C#CCOCCOCCOCCNc1nc(N2CCOCC2)nc(N2CCN(C(=O)[C@H](CCCCN)n3cc(CN)nn3)CC2)n1
2,8,-11,13,-14,-7,3,13,-0.4,COc1cc(CCCN2C(=O)C(=O)NC[C@@H]2Cc2ccc(O)cc2)cc(OC)c1OC
-1,-5,-6,6,10,9,1,-2,3.0,CC1=Nc2ccc(Br)cc2C(c2ccccc2)N1CC(=O)NN (stereo not drawn)
1,-1,-25,8,6,-2,2,-1,-1.2,CC(C)NC(=O)Nc1cccc(Cl)c1
0,0,-9,5,-7,-1,0,7,/,O=C(Nc1nnc([C@@H]2C[C@H](O)[C@@H](CO)O2)s1)Nc1ccc(F)cc1F
5,-2,-21,0,-7,-10,1,-5,0.1,CCOC(=O)COc1cccc2c(=O)n(CC(=O)NCc3ccc(F)cc3)ccc12
-2,1,-13,10,3,6,0,5,-0.7,N/C(=N\OC(=O)CCCN1C(=O)c2ccccc2C1=O)c1ccc(Br)cc1
0,-1,-17,2,-1,1,4,-3,-0.6,COc1cccc2cc(-c3nc4ccccc4[nH]3)c(=O)oc12

Profiles, looked up by structure.
Profile of `O=C(c1ccco1)N1CCN(c2ncnc3c2nnn3Cc2ccccc2Cl)CC1` = CHRM5 PAM = -7; M5 ag = 5; M1 antag = -9; CHRM1 PAM = 5; CHRM5 antagonist = 3; CHRM4 antagonist = -4; M4 ag = 8; CHRM4 PAM = -6; CRFBP-R2 agonist = 3.3
Profile of `CC(C)NC(=O)Nc1cccc(Cl)c1` = CHRM5 PAM = 1; M5 ag = -1; M1 antag = -25; CHRM1 PAM = 8; CHRM5 antagonist = 6; CHRM4 antagonist = -2; M4 ag = 2; CHRM4 PAM = -1; CRFBP-R2 agonist = -1.2
Profile of `CC1=Nc2ccc(Br)cc2C(c2ccccc2)N1CC(=O)NN` (stereo not drawn) = CHRM5 PAM = -1; M5 ag = -5; M1 antag = -6; CHRM1 PAM = 6; CHRM5 antagonist = 10; CHRM4 antagonist = 9; M4 ag = 1; CHRM4 PAM = -2; CRFBP-R2 agonist = 3.0

Random draw from the library; overall some 2.8% were active at least once.
